High-throughput results (PubChem)
Furin inhibitor: human furin inhibitors, primary screen, biochemical, fluorescence intensity. inhibition, % at 30 µM. AID 463115, 2010. actives 0.061% (n = 220,000). purified furin, fluorogenic substrate cleavage; in the data active means inhibition above about 25%; further: inactives centre near -15
p47phox inh: p47phox/p22phox peptide binding inhibitors, primary screen, biochemical, uHTS, NADPH oxidase regulatory subunit. Neutrophil cytosol factor 1 (Homo sapiens), P14598. fluorescence polarization, 2 h. inhibition, % at 24.7 µM. actives 0.53% (n = 220,000);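 active means inhibition above about 30%, limit read from the data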;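 further: 0% = p47phox with labelled peptide and 100% = labelled peptide alone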
Target sequence (P14598 whole entry, looked up): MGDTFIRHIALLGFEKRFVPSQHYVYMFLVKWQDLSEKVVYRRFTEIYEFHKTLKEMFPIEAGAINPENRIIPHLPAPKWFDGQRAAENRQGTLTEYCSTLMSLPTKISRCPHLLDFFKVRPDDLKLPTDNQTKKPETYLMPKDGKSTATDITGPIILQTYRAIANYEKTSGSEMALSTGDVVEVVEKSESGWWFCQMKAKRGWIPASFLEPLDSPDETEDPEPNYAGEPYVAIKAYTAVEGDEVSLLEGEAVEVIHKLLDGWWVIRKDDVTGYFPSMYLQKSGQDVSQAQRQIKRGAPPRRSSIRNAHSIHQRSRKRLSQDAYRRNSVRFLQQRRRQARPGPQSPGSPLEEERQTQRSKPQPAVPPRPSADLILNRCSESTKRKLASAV
PGE2 EP2 inh: human EP2 receptor antagonists, primary screen, TR-FRET cAMP, C6 glioma cells; Prostaglandin E2 receptor EP2 subtype (Homo sapiens), P43116; C6 glioma cells expressing human EP2; cells stimulated with saturating PGE2; inhibition, % at 25 µM; actives 0.52% (n = 260,000); AID 1422, 2008;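 active means percent inhibition above 40 after rounding to a whole number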;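 further: rat C6 glioma host cells with rolipram phosphodiesterase inhibitor present; the protocol text gives 20 µM as final concentration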
Target sequence (P43116 whole entry, looked up): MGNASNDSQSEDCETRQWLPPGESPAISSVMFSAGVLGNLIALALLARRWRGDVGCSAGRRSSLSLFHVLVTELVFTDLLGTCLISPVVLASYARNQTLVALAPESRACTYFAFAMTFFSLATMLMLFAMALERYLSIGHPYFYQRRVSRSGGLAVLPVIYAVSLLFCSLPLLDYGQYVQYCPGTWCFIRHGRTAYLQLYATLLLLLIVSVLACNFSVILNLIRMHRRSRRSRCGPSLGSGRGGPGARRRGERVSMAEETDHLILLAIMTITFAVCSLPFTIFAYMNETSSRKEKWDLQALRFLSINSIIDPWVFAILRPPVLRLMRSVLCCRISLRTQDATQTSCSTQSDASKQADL
PPC-1+TRAIL kill: compounds killing PPC-1 cancer cells with TRAIL present, primary screen, TRAIL potentiator project, ATPLite luminescence, uHTS; PPC-1 cells + TRAIL, ATPLite viability luminescence; cell killing (% activity), % at 4 µM; actives 0.41% (n = 220,000);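 active means cell killing above 50% in the first pass at 4 µM, then a duplicate retest at 5 µM averaging 50% or more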;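 further: plate controls were cells with TRAIL plus DMSO for no effect and medium-only wells lacking cells for full effect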
BaF3 tox: parental Ba/F3 cell viability inhibition, counter-screen for JAK2V617F inhibitor project, murine pro-B, CellTiter-Glo luminescence; AID 1486, 2009; actives 1.1% (n = 220,000); inhibition, % at 5.6 µM; CellTiter-Glo ATP luminescence;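 active means inhibition above a per-campaign cutoff, the mean inhibition of all tested compounds plus 3 SD, cut at about 27% in these data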;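 further: 0% = DMSO wells and 100% = JAK Inhibitor I control wells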
RBBP9 inh: human RBBP9 inhibitors, primary screen, biochemical, fluorescence polarization, FP-Rh probe, HTS; recombinant RBBP9; inhibition, % at 7.94 µM; actives 0.2% (n = 220,000); AID 1515, 2009;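 active means inhibition above the campaign mean of all tested compounds plus 3 SD, cut at about 14% in these data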;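 further: plate controls were DMSO wells with RBBP9 for no effect and wells lacking RBBP9 protein for full effect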
Target sequence (O75884 whole entry, looked up): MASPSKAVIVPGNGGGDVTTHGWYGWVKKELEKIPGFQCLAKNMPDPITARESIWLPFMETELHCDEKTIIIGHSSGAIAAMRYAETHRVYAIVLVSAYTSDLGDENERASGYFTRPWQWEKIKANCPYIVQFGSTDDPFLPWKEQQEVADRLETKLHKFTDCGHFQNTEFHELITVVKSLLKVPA
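System: RBBP9 protein / Quantity: 2.5 µM RBBP9 dispensing solution, before mixing / Also added: Serine-hydrolase probe FP-Rh, 375 nM pre-mixing / Dosing: 7.94 µM single dose, 0.794% DMSO / Timing: enzyme-compound preincubation 30 min, then probe labeling 45 min, 25 °C / Signal: FP readout at 525/598 nm / Controls: DMSO-treated enzyme wells and wells lacking RBBP9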
Tb hexokinase: Trypanosoma brucei hexokinase 1 inhibitors, primary screen, biochemical, G6PDH-coupled NADH absorbance, MLSCN library | recombinant TbHK1, G6PDH-coupled NADH A340 | inhibition, % at 10 µM | actives 0.11% (n = 220,000) | AID 1430, 2008;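 active means inhibition of 50% or more in the single-dose primary screen; inactive means inhibition below 50%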
Ba/F3 V617F tox: reduced viability of JAK2V617F-dependent Ba/F3 cells, primary screen, JAK2V617F inhibitor project, cell-based, Ba/F3 EpoR-JAK2V617F, luminescence. ATP luminescence. inhibition, % at 5.6 µM. actives 1.1% (n = 220,000). AID 1446, 2008;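 active means inhibition above the campaign mean plus 3 SD over all tested compounds, cut at about 24% in these data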;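 further: cytokine-independent growth of Ba/F3 cells driven by EpoR plus mutant JAK2; 0% = DMSO-treated cells and 100% = JAK inhibitor I control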
p97 ATPase inh: inhibitors of human p97 ATPase, primary screen, biochemical; recombinant p97 ATPase, Kinase-Glo ATP luminescence, 3 h; inhibition, % at 8 µM; actives 0.42% (n = 220,000); AID 1481, 2009; in the data active means inhibition above about 15%;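 further: 0% = DMSO vehicle and 100% = wells lacking enzyme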
* marks the source's active call; other numbers are inactive results; . = not tested or not shown; & = joins results of further samples; [ ] = remark or other dose.

SMILES	Furin inhibitor	p47phox inh	PGE2 EP2 inh	PPC-1+TRAIL kill	BaF3 tox	RBBP9 inh	Tb hexokinase	Ba/F3 V617F tox	p97 ATPase inh
Cc1ccc(NC(=O)CN(c2ccccc2)S(=O)(=O)N(C)C)cc1	-6	5	3	-20	0	-2	2	2	-6
O=C(/C=C/c1ccc(Cl)cc1)N(Cc1cccs1)C1CCS(=O)(=O)C1 (stereo not given)	-13	-6	8	9	0	-9	-7	-3	0
COc1ccc2c(c1)CCc1c(C(=O)N3CCCc4ccccc43)noc1-2	-30[20 µM]	-17	7	-7	11	0	5	0	-2
NS(=O)(=O)c1ccc(NC(=O)CCc2ccccc2)cc1	-7[20 µM]	-9	8	-7	-3	5	-5	-4	-3
CCOc1ccccc1NC(=O)N1CCC(NC(=O)c2ccccc2C)CC1	-6[20 µM]	-8	4	0	3	-9	5	-1	-2
COc1ccc(-c2cc(-c3ccccc3O)[nH]n2)cc1OC	-5	-23	12	-8	2	-13	0	4	-7
COc1ccc(-c2nc(N=Nc3ccc(O)cc3)n[nH]2)cc1	6	-12	7	-2	1	-11	-13	0	5
O=C(CSc1nnc(-c2ccc(Br)cc2)o1)N1CCN(C(=O)c2ccco2)CC1	-17	1	5	-4	2	-1	1	-1	0
CCN(CC)C(=O)COc1ccc2oc(C)c(C(=O)OC)c2c1	-16[20 µM]	1	2	-8	3	9	4	-4	-1
Cc1[nH]n(-c2ccccc2)c(=O)c1CCO	-26	-3	7	12	4	7	-1	1	6
Cc1cccc(NC(=O)c2cccc(NS(=O)(=O)c3ccc(Cl)cc3)c2)c1	-10[20 µM]	-18	9	23	0	-19	0	-3	2
COc1ccc(CCNC(=O)CCC(=O)Nc2ccc3nc(N4CCN(C)CC4)cc(C)c3c2)cc1OC	-37	-4	8	-3	5	-1	-14	1	0
COc1ccc(-n2c(=O)c3ccccc3c3ccccc3c2=O)cc1	-19	21	10	-12	2	3	0	-3	11
Cc1ccccc1NC(=O)c1c2c(nc3ccccc13)CCC2	-25	-2	2	8	1	3	0	-2	12
O=C(COC(=O)c1ccc(NS(=O)(=O)c2ccc3c(c2)OCCO3)cc1)NCC1CCCO1 (stereo not given)	-33[20 µM]	-18	-1	5	4	-2	1	2	4
O=C(Cc1ccc(Br)cc1)NC1CCSC1=O (stereo not given)	-23	-6	6	.	3	9	3	-1	2
CCN(CC)S(=O)(=O)c1cccc(-c2n[nH]c(=S)n2C)c1	-11	-1	7	-8	1	-11	-1	4	-2
O=C(CCC(=O)c1cccs1)NCc1ccc(Cl)cc1	-14[20 µM]	-9	11	14	6	2	0	-3	3
O=C(c1cc2cc(Br)cc(Br)c2oc1=O)N1CCCc2ccccc21	-24	5	8	19	2	7	-5	-4	7
COc1cc(N=c2ssnc2Cl)cc(OC)c1	-10[20 µM]	11	95*	0	6	-5	17	1	0
O=C(N/N=C/c1sc(N2CCOCC2)nc1-c1ccccc1)c1cccc(S(=O)(=O)N2CCCC2)c1	-22	-29	5	2	3	-1	-10	18	9
Cc1ccc2[nH]c3c(c2c1)CN(C(=O)CN1CCCc2ccccc21)CC3	-7	-4	20	19	-1	-6	-2	3	10
O=C(Oc1ccccc1)c1ccc2nccnc2c1	-17	-7	5	26	2	-9	-7	0	1
CN(c1ccccc1)S(=O)(=O)c1cccc(NC(=O)CSc2nnc(N)s2)c1	-3	-18	10	-1	11	-12	28	4	-1
Cc1ccc(-c2nnc(CSc3nnc(COc4ccccc4)n3-c3ccccc3)o2)cc1	-17	-7	12	1	6	1	2	1	-6

Quoted from the listing for reference:
SMILES	Furin inhibitor	p47phox inh	PGE2 EP2 inh	PPC-1+TRAIL kill	BaF3 tox	RBBP9 inh	Tb hexokinase	Ba/F3 V617F tox	p97 ATPase inh
Cc1ccc(NC(=O)CN(c2ccccc2)S(=O)(=O)N(C)C)cc1	-6	5	3	-20	0	-2	2	2	-6
O=C(/C=C/c1ccc(Cl)cc1)N(Cc1cccs1)C1CCS(=O)(=O)C1 (stereo not given)	-13	-6	8	9	0	-9	-7	-3	0
COc1ccc2c(c1)CCc1c(C(=O)N3CCCc4ccccc43)noc1-2	-30[20 µM]	-17	7	-7	11	0	5	0	-2
NS(=O)(=O)c1ccc(NC(=O)CCc2ccccc2)cc1	-7[20 µM]	-9	8	-7	-3	5	-5	-4	-3
CCOc1ccccc1NC(=O)N1CCC(NC(=O)c2ccccc2C)CC1	-6[20 µM]	-8	4	0	3	-9	5	-1	-2
COc1ccc(-c2cc(-c3ccccc3O)[nH]n2)cc1OC	-5	-23	12	-8	2	-13	0	4	-7

Going on with the list:
SMILES	Furin inhibitor	p47phox inh	PGE2 EP2 inh	PPC-1+TRAIL kill	BaF3 tox	RBBP9 inh	Tb hexokinase	Ba/F3 V617F tox	p97 ATPase inh
CCN(CC)S(=O)(=O)c1cc([N+](=O)[O-])ccc1NNC(=O)Nc1ccc(Cl)c(Cl)c1	-14[20 µM]	-8	20	9	1	-20	-12	0	1
CCN(CC)S(=O)(=O)c1ccc(N=NC2=C(O)CCCC2=O)cc1	-1	9	8	-12	3	-1	-15	-4	0
COc1ccc(NC2=NC3(CCCCC3)N=C(N)N2)cc1	-3	-6	19	5	3	-4	62*	0	7
Cc1nn(CCCC(=O)O)c(C)c1[N+](=O)[O-]	-22	0	7	0	3	-8	-5	1	-1
COc1ccc(Cl)cc1Nc1nc(-c2sc(NC(=O)CC(C)C)nc2C)cs1	-19[20 µM]	-27	19	0	0	-7	-12	-1	1
Cn1nnc(-c2ccc(OCc3ccccc3F)cc2)n1	-25[20 µM]	-6	11	4	0	4	1	-3	-3
CCOC(=O)C1(CC2CCCCO2)CCN(S(=O)(=O)c2ccccc2)CC1 (stereo not given)	-17	-6	9	1	-1	-3	0	-3	0
O=C(O)CCCC(=O)N1CCC(C(O)(c2ccccc2)c2ccccc2)CC1	-21	3	3	20	1	-8	-5	0	0
O=C(CN1CCN(c2ccccn2)CC1)NC1CCCC1	-18	-5	6	-1	-1	-6	6	-1	2
COc1ccc(Cn2ccnc2CO)cc1[N+](=O)[O-]	-20	-4	6	9	3	2	-12	0	5
CCCN(Cc1cc2cccc(C)c2[nH]c1=O)C(=O)c1cccc(OC)c1	-19[20 µM]	.	11	.	5	-8	-11	1	-6
COc1ccc(S(=O)(=O)N2CCN(c3ccccc3OC)CC2)cc1OC	-21[20 µM]	-4	9	22	0	1	3	-6	-1
Fc1ccc(-c2[nH]ncc2CN(CC2CCC2)CC2CCCO2)c(F)c1 (stereo not given)	-31	0	10	11	14	-5	4	-3	2
CCN(CC)S(=O)(=O)c1ccc2c(c1)nc(SCC(=O)NC1CC1)n2-c1ccccc1OC	-19[20 µM]	-19	-4	-2	6	8	-3	2	-2
COc1ccc(C)cc1S(=O)(=O)N1CCCCC1	-16[20 µM]	-3	8	13	1	3	1	-3	2
O=C(NNc1ccccc1Br)C(=O)n1ccc2ccccc21	-7	-2	4	-7	4	-4	-3	1	-2
COc1ccc(C(=O)NC2CCN(C(=S)NCc3ccco3)CC2)cc1	-2[20 µM]	-12	17&8	16	-3	1	-5	-6	0
O=C(/C=C/c1ccc(Br)o1)NC(c1ccccc1)c1ccccc1	-24	-21	4	6	4	-10	-9	-2	-3
Cc1cc(N2CCN(C)CC2)n2cc(-c3ccc(F)cc3)nc2n1	-39[20 µM]	0	4	32	8	-6	-24	3	-3
Cc1nc2ccccc2cc1C(=O)N/N=C/c1ccccc1[N+](=O)[O-]	-11	4	6	15	8	-7	-11	4	-7
C/C(=N\NC(=O)c1nn(C)cc1Br)c1cccc(NC(=O)C2CCCC2)c1	-4[20 µM]	1	16	1	4	-8	5	1	-2
O=C(O)CCn1nnc2ccccc21	-23	-3	0	-4	3	2	2	-3	1
COc1ccc(N2C(=O)CC(N3CCN(c4ccc(S(=O)(=O)N5CCCC5)cc4)CC3)C2=O)cc1 (stereo not given)	-24	1	2	8	1	2	-6	-1	2
O=C(Nc1ccncc1)c1cccs1	-10	-5	11	5	-2	-8	-8	-3	-3
Cc1ccc(C)c(C(=O)OCC(=O)Nc2cccc(S(=O)(=O)NC3=NCCCCC3)c2)c1	-10	-12	6	4	-1	-4	-5	-2	3
CSc1sc(C(=O)NN)c2c1C1(CCC2)SCCS1	-5	-5	10	12	-1	-6	-25	-5	11
Cc1cccc(-n2c(O)c(C=Nc3ccc4c(c3)OCO4)c3ccccc3c2=O)n1	-15	5	12	14	3	-6	-3	0	4
CC(C)CC(NC(=O)C1CCC(C)CC1)C(=O)NCc1cccnc1 (stereo not given)	-7[20 µM]	-4	3	16	1	-12	-4	-2	-3

Sorted by count of non-hydrogen atoms (falling): part of the list above
SMILES	Furin inhibitor	p47phox inh	PGE2 EP2 inh	PPC-1+TRAIL kill	BaF3 tox	RBBP9 inh	Tb hexokinase	Ba/F3 V617F tox	p97 ATPase inh
COc1ccc(Cl)cc1Nc1nc(-c2sc(NC(=O)CC(C)C)nc2C)cs1	-19[20 µM]	-27	19	0	0	-7	-12	-1	1
CCOC(=O)C1(CC2CCCCO2)CCN(S(=O)(=O)c2ccccc2)CC1 (stereo not given)	-17	-6	9	1	-1	-3	0	-3	0
O=C(O)CCn1nnc2ccccc21	-23	-3	0	-4	3	2	2	-3	1

Gathered by group: those above containing a furan ring, fused or not (4)
SMILES	Furin inhibitor	p47phox inh	PGE2 EP2 inh	PPC-1+TRAIL kill	BaF3 tox	RBBP9 inh	Tb hexokinase	Ba/F3 V617F tox	p97 ATPase inh
O=C(CSc1nnc(-c2ccc(Br)cc2)o1)N1CCN(C(=O)c2ccco2)CC1	-17	1	5	-4	2	-1	1	-1	0
CCN(CC)C(=O)COc1ccc2oc(C)c(C(=O)OC)c2c1	-16[20 µM]	1	2	-8	3	9	4	-4	-1
COc1ccc(C(=O)NC2CCN(C(=S)NCc3ccco3)CC2)cc1	-2[20 µM]	-12	17&8	16	-3	1	-5	-6	0
O=C(/C=C/c1ccc(Br)o1)NC(c1ccccc1)c1ccccc1	-24	-21	4	6	4	-10	-9	-2	-3

These rows are one share of the data, so the mix of outcomes need not match the whole.
